# POLK inh: DNA polymerase kappa (human) inhibition. AID 588579. Potency, µM (series often up to 107 µM), inactives show at the top dose activity, negative = inhibition, actives largely listed as inhibitors. purified Pol kappa, fluorescent DNA synthesis assay, 10 min. 0.53% of 400,000 active; further: potency means the concentration at half of the fitted maximal effect; on the % scale 0 is the no-effect control and ±100 the full control effect
#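 Kinetic fluorescence screen: compound preincubated 15 min RT with 10 nM enzyme; 50 nM substrate (final) initiates; reads at 0/10 min.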
# LDHA inh: inhibitors of human lactate dehydrogenase A. P00338. purified LDHA, NADH/diaphorase-resazurin fluorescence; hits give low values. activity change, % (values are at about 110 or 230 µM). 0.15% of 480,000 active. AID 1347041; in the data active means activity change below about -30%; inconclusive means mostly about -25% to -30%;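 further: plate controls were DMSO wells for no effect and wells without enzyme for full effect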
#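 LDH5 2 nM; NADH 0.06 mM, pyruvate 0.2 mM; 200 mM Tris pH 7.4, EDTA, Tween-20; 5 min RT. Detection: diaphorase 0.133 mg/mL + resazurin 37 µM, fluorescence ex540/em590 at 0 and 20 min; normalized to enzyme-free and DMSO wells.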
# 12-LOX inh: ALOX12 (human) lipoxygenase inhibition | P18054 | purified 12hLO, xylenol orange hydroperoxide absorbance | Potency, µM (series often up to 108 µM), without a hit: top-dose activity change, negative = inhibition, usual class: inhibitors | 1.1% of 580,000 active; further: potency means the concentration at half of the fitted maximal effect; on the % scale 0 is the no-effect control and ±100 the full control effect
#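 Purified human 12hLO (150 nM final) in 25 mM Hepes, 0.01% Triton X-100, pH 7.0 was preincubated 15 min at room temperature with compound. Then 40 uM arachidonic acid was added, 30 min. Hydroperoxide was read by Fe-XO absorbance ratio 573/405 nm.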
# APE1 inh: inhibitors of human APE1 endonuclease; AID 2517; Potency, µM (series often up to 65.8 µM), for inactives: at the highest dose activity change, negative = inhibition, actives largely listed as inhibitors; 0.35% of 350,000 active; P27695; recombinant APE1, TAMRA/BHQ-2 abasic DNA cleavage fluorescence;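 further: potency means the concentration at half of the fitted maximal effect; plate controls were vehicle for no effect and reference inhibitor for full effect; nearly all actives have a fitted effect of over 55% in size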
# Target sequence (P27695 whole entry, looked up): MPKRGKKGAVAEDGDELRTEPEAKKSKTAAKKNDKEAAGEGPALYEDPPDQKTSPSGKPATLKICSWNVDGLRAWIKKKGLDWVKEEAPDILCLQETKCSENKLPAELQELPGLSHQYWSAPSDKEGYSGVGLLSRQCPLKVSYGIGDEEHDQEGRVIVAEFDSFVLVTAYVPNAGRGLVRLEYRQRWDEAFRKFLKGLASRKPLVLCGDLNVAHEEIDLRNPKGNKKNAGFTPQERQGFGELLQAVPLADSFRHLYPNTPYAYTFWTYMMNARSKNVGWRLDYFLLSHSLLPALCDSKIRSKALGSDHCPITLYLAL
#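 Measures dequenching upon AP-site incision of a 5'-TAMRA/3'-BHQ-2 THF-containing duplex, 50 nM; human APE1 0.75 nM after 15 min room-temperature exposure to compound; kinetic three-point read at one-minute spacing.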
# ERG Ets-DNA blk: blocks human ERG Ets domain binding to DNA | fluorescence polarization, His-ERG Ets domain / labelled DNA | Potency, µM (titrated, usually from 76.9 µM), for inactives: at the highest dose FP activity, negative = inhibition, actives largely listed as inhibitors | P11308 | 0.028% of 370,000 active; active means well fitted inhibition curve with a large enough effect in the polarisation, with a control signal flat; inconclusive means small, poorly fitted or top-dose-only effect, or effect the other way, or a change in a side signal; inactive means no such curve, though single readings can be large or run the other way; the % refers to the polarisation;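 further: polarization taken with two DNA probes labelled with fluorescein and Texas red; potency means the concentration at half of the fitted maximal effect; % of control where 0% means no effect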
# Target sequence (P11308 whole entry, looked up, the tested form may be a part): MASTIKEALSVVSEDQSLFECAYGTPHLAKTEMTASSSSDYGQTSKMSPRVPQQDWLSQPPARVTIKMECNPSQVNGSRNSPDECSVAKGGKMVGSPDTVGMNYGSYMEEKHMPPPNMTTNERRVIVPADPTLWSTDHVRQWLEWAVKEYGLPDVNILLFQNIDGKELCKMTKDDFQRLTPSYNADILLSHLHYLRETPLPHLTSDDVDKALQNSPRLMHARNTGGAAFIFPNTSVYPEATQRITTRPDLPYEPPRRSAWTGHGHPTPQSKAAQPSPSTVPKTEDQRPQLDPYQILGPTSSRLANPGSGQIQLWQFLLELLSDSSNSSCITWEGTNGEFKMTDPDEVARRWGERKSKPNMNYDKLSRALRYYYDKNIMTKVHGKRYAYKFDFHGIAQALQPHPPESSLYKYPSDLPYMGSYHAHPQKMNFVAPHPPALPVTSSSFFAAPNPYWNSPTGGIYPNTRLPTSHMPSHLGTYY
#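 His-tagged ERG Ets domain (1 uM in the protein solution; 300mM KCl, 50mM Tris-HCl, 1mM EDTA, 1mM DTT, pH 7.5) received compound, then a probe mix of 5 nM fluorescein-DNA and 100nM Texas-615-DNA. Fluorescence polarization was read for both dyes.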
# Pol eta inh: inhibitors of human DNA polymerase eta; Potency, µM (doses to about 114 µM), inactives show top-dose activity change, negative = inhibition, usual class: inhibitors; recombinant Pol eta, fluorescent DNA replication assay; 1.2% of 390,000 active; further: potency means the concentration at half of the fitted maximal effect; on the % scale 0 is the no-effect control and ±100 the full control effect
#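 Pol eta at 10 nM preincubated with compounds 15 min at room temperature; reaction started with fluorescent substrate (50 nM final) and read kinetically at 0 and 10 min.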
# Anesthetic bind: candidate novel general anesthetic via apoferritin binding; 0.074% of 350,000 active; apoferritin/1-aminoanthracene competitive binding, fluorescence; Potency, µM (top dose mostly 77.5 µM), for inactives: at the highest dose activity change, negative = displacement, actives largely listed as inhibitors; P02791; further: potency means the concentration at half of the fitted maximal effect; on the % scale 0 is the no-effect control and ±100 the full control effect; nearly all actives have a fitted effect of over 20% in size
# Target sequence (P02791 2-175 limits assumed): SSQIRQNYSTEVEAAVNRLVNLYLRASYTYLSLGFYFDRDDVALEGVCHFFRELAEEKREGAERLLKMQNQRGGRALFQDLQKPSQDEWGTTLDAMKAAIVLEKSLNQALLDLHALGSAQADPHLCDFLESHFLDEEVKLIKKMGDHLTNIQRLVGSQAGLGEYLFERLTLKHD
#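 Horse-spleen apoferritin (10 uM) was mixed with 50% saturated 1-aminoanthracene in PBS, exposed to compounds for 10 min at room temperature, and read for fluorescence (ex 380 nm, em 535 nm). Competitive displacement was fitted with a four-parameter Hill equation.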
# Pol beta inh: DNA polymerase beta (human) inhibition. P06746. Pol beta primer extension/strand displacement, fluorescence kinetic. Potency, µM (doses to about 114 µM), for the others: at the top dose activity change, negative = inhibition, most hits filed as inhibitors. 1.3% of 340,000 active. AID 485314; further: potency means the concentration at half of the fitted maximal effect; on the % scale 0 is the no-effect control and ±100 the full control effect
#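 Enzyme-only controls used 10 nM Pol beta; buffer lacking enzyme served as negative control. Compound preincubated 15 min, then 50 nM substrate added; 0 and 10 min reads at room temperature.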
# RGS4 inhibitor: blocks human RGS4-accelerated GTP hydrolysis; P49798; Potency, µM (highest dose often 114 µM), for inactives: at the highest dose activity change, negative = inhibition, hits mostly inhibitors; AID 504845; 0.039% of 390,000 active; Transcreener GDP fluorescence polarization, RGS4-accelerated GTP hydrolysis; further: potency means the concentration at half of the fitted maximal effect; on the % scale 0 is the no-effect control and ±100 the full control effect; nearly all actives have a fitted effect of over 75% in size; some results filed as inactive show a strong effect at the top dose
#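 MLSMR compounds (23 nl, pin-transferred) preincubated 10 min at room temperature with a 500nM (2x) first reagent, then RGS4 at 900nM (2x) plus Transcreener GDP mix added; fluorescence polarization (620/688 nm) read before and after 90 min at 30 °C.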
# An asterisk follows results filed as active; ? = inconclusive; / = not tested or not shown; & = joins results of further samples; [ ] = dose if it differs, or a comment. Unless noted, the call rests on the fitted dose curve; in most records, active means well fitted curve in the direction sought with a large enough effect; inconclusive means small, poorly fitted or top-dose-only effect, or another doubt; inactive means no such curve, though single readings can be large; an effect the other way counts as inactive or inconclusive.
SMILES,POLK inh,LDHA inh,12-LOX inh,APE1 inh,ERG Ets-DNA blk,Pol eta inh,Anesthetic bind,Pol beta inh,RGS4 inhibitor
C/C(=N\NC(=O)C(=O)Nc1cc(C)ccc1C)c1ccncc1,3%,-3,0%,2%,-26%,-6%,-10%,6%,25%
CCN(CC)CCN(CC)Cc1ccccc1Br,2%,-1,?,14%,-1%,-4%,-10%,11%,17%
CC(C)(C)N1CC(C(=O)Nc2ccc(S(N)(=O)=O)cc2)CC1=O (centres undefined),6%,-1&7,?,-3%,-3%,-7%,-5%,2%,-11%
C=CCNC(=O)CCCCC(=O)NCC=C,-16%,-3,?,0%,1%,-21%,1%,0%,-10%
COc1cc(C2c3c(-c4cc(C)ccc4O)n[nH]c3C(=O)N2Cc2ccco2)cc(OC)c1OC (centres undefined),-1%,-3,-8%,/,-1%,-13%,-8%,-23%,24%
COC(=O)c1c(NC(=O)c2ccn(C)n2)sc2c1CCC2,-10%,-5,?,14%,7%,3%,-4%,0%,23%
Cc1csc(CN(C)C(=O)CC2C(=O)NCCN2Cc2ccc(F)c(F)c2)n1 (centres undefined),-15%,15,0%,-2%,-10%,-4%,-4%,19%,19%
COc1ccc(NC(=O)CN2CCN(CC(=O)Nc3ccccc3F)CC2)c(OC)c1,5%,3&2,-16%&-18%,19%,-8%&-1%,-15%&-17%,2%&-3%,8%&-26%,-27%&-23%
Brc1ccc(C=Nc2ccc3c(c2)OCCOCCOCCO3)s1,-14%,4,-1%,17%,9%,-7%,-4%,12%,-3%
Cc1cccc(N2CCN(Cc3cc(=O)oc4cc(C)ccc34)CC2C)c1 (centres undefined),-11%,5,-17%,/,1%,-22%,-17%,17%,-4%
O=C(NCc1ccccc1CN1CCCC1)c1ccc(Cl)c(S(=O)(=O)N2CCCC2)c1,-17%,-3,-9%,7%,-1%,4%,/,/,23%
CN(C)c1ccc(C2N(c3ccc(F)cc3)C(=O)C3CCCN32)cc1 (centres undefined),9%,-2,381%[activator],-1%,2%,-13%,-10%,40%,3%
O=C(Cn1[nH]c(=O)c2ccccc2c1=O)Nc1cccnc1,-11%,-3,1%,?,5%,-12%,2%,1%,3%
CC(=O)Nc1nc(-c2ccccc2)nc(-c2ccccc2OC(C)=O)n1,-5%,0,3%[57.4 µM],-2%,/,2%,-12%,9%,1%
COc1ccc(NC(=O)C(Sc2ccccc2)c2ccccc2)c(OC)c1 (centres undefined),-9%,0,-2%,-1%,7%,-18%,1%,-22%[57.1 µM],16%
CCOC(=O)C(C)/C(C)=N/NC(N)=S (centres undefined),-2%,-5,-10%,19%,-6%,-6%,-2%,12%,-49%
N#C/C(=C(/O)CSc1ccccc1C(=O)O)c1nc2ccccc2s1,-4%,-14,0%,3%,-4%,?,-7%,-1%,-6%
CCN(CC)S(=O)(=O)c1ccc(N2CCCC2)c(NC(=O)c2ccccc2OC)c1,3%,-5,2%,2%,-11%,-17%,-4%,-16%,1%
COc1ccc(CCNC(=O)CSc2nc3ncccc3[nH]2)c(OC)c1,11%,-3,-9%,28%,2%,-13%,-6%,-3%,-16%[56.9 µM]
COc1ccccc1NS(=O)(=O)c1ccc(-c2cnc(C3CC3)o2)cc1,12%,-1,1%,-12%,-1%,-7%,-3%,4%,-30%
O=C(NCc1cccs1)c1ccc2c(c1)sc1nc(-c3ccccc3)cn12,-9%,-2,?,/,-2%,-8%,-5%,8%,35%
O=S(=O)(Nc1nc(SCc2ccc(Cl)cc2)n[nH]1)c1ccc(F)cc1,-12%,0,?,?,13%,-16%,-11%,-11%,-42%
Cc1ccc(C(=O)NNC(=O)c2ccncc2)cc1C,17%,-1,23%,9%,8%,-4%,0%,98%,9%
OCCNc1nc2ccccc2n1CC(O)c1ccccc1 (centres undefined),-7%,-6,-4%,-7%,-1%,-2%,-5%,3%,3%
Cc1ccccc1NC(=O)NC1(C(=O)NCC2CCCO2)CCCCC1 (centres undefined),-7%,-5,1%,4%,14%,-9%,-1%,10%,-20%
CC(Sc1nnc(N)s1)C(=O)c1c(N)n(C)c(=O)n(C)c1=O (centres undefined),-2%,-6,-25%,1%,0%,-17%,/,/,-15%
Fc1ccc2c(c1)NC(c1ccncc1)=NC(c1cccs1)=N2,1%,-2,-3%,/,-9%,/,-11%,29%,11%
Cc1cccc(NS(=O)(=O)c2cc3c4c(c2)CCC(=O)N4CCC3)c1,-12%,-9,-7%,6%,2%,4%,/,/,-3%
Cc1ccc(C(C(=O)NC2CCCCC2)N2CCN(C(=O)c3ccco3)CC2)cc1 (centres undefined),-13%,-10,-30%,1%,-8%,1%,-13%,-1%,25%
CCN(CC)CCCN1C(=O)CSC1c1ccc([N+](=O)[O-])cc1 (centres undefined),-2%,0,-15%,0%,1%,4%,-3%,1%,-22%
Cc1cc(C)c2nc(SCC(=O)N(C)C3CCS(=O)(=O)C3)cc(C)c2c1 (centres undefined),2%[60.1 µM],-1,-30%,1%,8%,-8%,-6%,5%,-1%[11.4 µM]
COC(=O)c1[nH]c2ccccc2c1NC(=O)CNC1CCCCC1,-1%,3,-20%,10%,-8%,-6%,-1%,-1%,5%
Cc1cc(C)cc(NC(=O)CSc2ccc(-c3cccs3)nn2)c1,-17%&-17%,-2&-2,-16%&-11%,-6%,5%&13%,-8%&-12%,-5%&-17%,1%&5%,21%&-8%
COc1ccc(CCCNC(=O)C2CCC(=O)N(CC3CCCCC3)C2)cc1 (centres undefined),-8%,1,97%[activator],16%,-15%,-7%,-6%,2%,?
Cc1cc(C)cc(NC(=O)Cn2nnc(C(=O)NCc3ccc4c(c3)OCO4)c2N)c1,?,-6,-21%,16%,9%,?,-18%,?,-41%
Cc1ccc(C)c(CS(=O)(=O)c2cn(CC(=O)N3CCCCC3)c3ccccc23)c1,-17%,0,-1%,1%,-3%,-23%,-21%,30%,-7%
COC(=O)/C=C1\C(=O)N(c2nc3ccccc3s2)C(=S)N1c1ccc(F)cc1,-2%,-1,9%,18%,1%,-10%,-14%,13%,18%
COCCn1cc(C(=O)NCCCOC(C)C)c2c3ccccc3n(C)c2c1=O,0%&-20%,-4&-3,?,-7%,-2%&-14%,4%&-17%,0%&14%,20%&10%,11%&24%
CC(C)N(Cc1ccccc1)C(=O)C1CCN(c2ncnc3c2nc2n3CCCCC2)CC1,-2%,3,?,9%,0%,2%,-15%,1%,3%[56.9 µM]
O=C(Nc1cccc2ccccc12)NC1CCS(=O)(=O)C1 (centres undefined),3%,-1,-12%,1%,6%,-19%,-8%,-1%,-3%[11.4 µM]
Cc1ccc(C(=O)N2CCC(n3nccc3NC(=O)Nc3cccc(F)c3)CC2)cn1,-2%,-7,14%,30%,2%,-8%,-3%,4%,-24%
O=C1Nc2ccc(Br)cc2C12OCCO2,-4%,-2,48%,/,-3%,-4%,/,/,7%
CCC1S/C(=N/S(=O)(=O)c2ccc(N)cc2)NC1=O (centres undefined),-17%,-3,-6%,/,-2%,-14%,/,/,10%

# Two of the compounds above, with each value named:
Structure: COC(=O)/C=C1\C(=O)N(c2nc3ccccc3s2)C(=S)N1c1ccc(F)cc1
  POLK inh = -2%
  LDHA inh = -1
  12-LOX inh = 9%
  APE1 inh = 18%
  ERG Ets-DNA blk = 1%
  Pol eta inh = -10%
  Anesthetic bind = -14%
  Pol beta inh = 13%
  RGS4 inhibitor = 18%
Structure: COCCn1cc(C(=O)NCCCOC(C)C)c2c3ccccc3n(C)c2c1=O
  POLK inh = 0%&-20%
  LDHA inh = -4&-3
  12-LOX inh = ?
  APE1 inh = -7%
  ERG Ets-DNA blk = -2%&-14%
  Pol eta inh = 4%&-17%
  Anesthetic bind = 0%&14%
  Pol beta inh = 20%&10%
  RGS4 inhibitor = 11%&24%

# In the list so far, 7 contain fluorine.
SMILES,POLK inh,LDHA inh,12-LOX inh,APE1 inh,ERG Ets-DNA blk,Pol eta inh,Anesthetic bind,Pol beta inh,RGS4 inhibitor
Cc1csc(CN(C)C(=O)CC2C(=O)NCCN2Cc2ccc(F)c(F)c2)n1 (centres undefined),-15%,15,0%,-2%,-10%,-4%,-4%,19%,19%
COc1ccc(NC(=O)CN2CCN(CC(=O)Nc3ccccc3F)CC2)c(OC)c1,5%,3&2,-16%&-18%,19%,-8%&-1%,-15%&-17%,2%&-3%,8%&-26%,-27%&-23%
CN(C)c1ccc(C2N(c3ccc(F)cc3)C(=O)C3CCCN32)cc1 (centres undefined),9%,-2,381%[activator],-1%,2%,-13%,-10%,40%,3%
O=S(=O)(Nc1nc(SCc2ccc(Cl)cc2)n[nH]1)c1ccc(F)cc1,-12%,0,?,?,13%,-16%,-11%,-11%,-42%
Fc1ccc2c(c1)NC(c1ccncc1)=NC(c1cccs1)=N2,1%,-2,-3%,/,-9%,/,-11%,29%,11%
COC(=O)/C=C1\C(=O)N(c2nc3ccccc3s2)C(=S)N1c1ccc(F)cc1,-2%,-1,9%,18%,1%,-10%,-14%,13%,18%
Cc1ccc(C(=O)N2CCC(n3nccc3NC(=O)Nc3cccc(F)c3)CC2)cn1,-2%,-7,14%,30%,2%,-8%,-3%,4%,-24%

# The list is partial, so the mix of outcomes need not match the whole.
